Bioassay records from PubChem.
Htt clearance: mutant huntingtin protein clearance; HeLa Exon1htt(103Q)mCFP, aggregate imaging; zero = plate's median compound well; inhibition, % at 1.5 µM; 47,000 tested, 0.42% active; AID 853;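 active = inhibition of aggregate fluorescence above about 70%, also judged a hit by eye on the cell image, limit read from the data, passing the limit was not always enough; inconclusive = no rule stated for this call; inactive = not judged a hit on image review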;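 also: cells exposed to compound for three days before fixation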
Htt clearance grain fraction: also measured in Htt clearance; calls as there; fraction fluorescence in grains; measured here: aggregate grain fluorescence fraction; hits give low values;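 scaled fraction of total cell fluorescence in grains with unit not stated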
Numbers without * were called inactive; ? = inconclusive; / = no result given. These rows are one share of the data; rates above refer to the full screens.

SMILES	Htt clearance	Htt clearance grain fraction
CC(CN1CCOCC1)OC(=O)c1ccccc1Br (stereo not given)	39	23
C=C(C)Cn1c(SCC(=O)O)nnc1-c1ccc(C(C)(C)C)cc1	-1	21
CCOC(=O)c1c(NC(=O)CSc2nnc3c(n2)[nH]c2ccccc23)sc2c1CCN(C)C2	-38	53
Cc1ccc(OCC(=O)Nc2cccc(-c3nnc(-c4ccccc4)o3)c2)c(C)c1	-21	24
COC(=O)Nc1nnc(SCc2ccc(C)cc2)s1	-2	19
O=C(Nc1ccccc1Sc1ccccc1)C1CCCO1 (stereo not given)	-8	19
Cc1ccc2c(C)nc(Nc3ncc4c(n3)CCCC4=O)nc2c1	9	18
c1ccc2[nH]c(SCc3ccc(-c4nnco4)cc3)nc2c1	32	14
CCC(CC)C(=O)NCc1ccccc1OC	2	20
CCc1ccc(Nc2nnc(SCn3nnc4ccccc4c3=O)s2)cc1	-9	22
Cc1cccc(Cn2nnc3c2C(=O)c2ccccc2C3=O)c1	-20	23
COc1cccc(-n2nnc3c(=O)n(Cc4ccccc4Cl)cnc32)c1	39	12
O=C(c1cc(Cl)nc2ccccc12)N1CCCCC1	-2	30
CC(C)(CO)NC(=O)C(c1ccccc1)c1ccccc1	-11	21
COc1ccc(NCc2nnc(SCC#N)n2-c2ccccc2OC)cc1	-9	37
O=C(Nc1ccccc1C(F)(F)F)c1cc(S(=O)(=O)N2CCC3(CC2)OCCO3)ccc1F	-34	46
CCOc1cc(CNC2CCCC2)cc(Cl)c1OCc1ccccc1	8	20
COc1cccc(-c2cc(C(=O)Nc3cc(OC)c(OC)c(OC)c3)no2)c1	18	16
COc1ccc(C2N(c3ccc(OC)cc3)C(=O)C3CCCN32)cc1 (stereo not given)	24	31
CCN(CC)c1nc2n(c(=O)n1)CCO2	-59	26
Cc1ccc(OCC(=O)N2CCCCC2)c(Br)c1	58	8.2
COC(=O)c1sc(N2C(=O)C(O)=C(C(=O)c3ccc(C)o3)C2c2ccc(F)cc2)nc1C (stereo not given)	45	9.4
CCOC(=O)c1c(-c2cccs2)csc1NC(=O)CN(CC)CC	-34	52
Cc1ccc(-c2nn(C)c(=O)c3ccccc23)cc1S(=O)(=O)N1CCCC1	-403	162
Cc1ccc(Cl)c2c1NC(=O)C2(O)CC(=O)c1ccccc1O (stereo not given)	12	18
Cc1sc(NC(=O)c2oc3ccccc3c2C)c(C#N)c1C	45	10
CCOCCn1c(SCC)nc2c1c(=O)[nH]c(=O)n2C	-158	49
CCC(C)(C)n1nnnc1C(c1cc2cc(OC)ccc2[nH]c1=O)N1CCc2ccccc21 (stereo not given)	-54	30
O=C(CCn1c(=S)[nH]c2ccccc2c1=O)N1CCOCC1	-14	47
C=CCN1CCN(C(c2cc(OC)ccc2OC)c2nnnn2CC2CCCO2)CC1 (stereo not given)	7	34
Cc1ccc2[nH]c3c(NCCCN4CCCC4=O)ncnc3c2c1	19	17
Cc1cc(NC(=O)CSc2nc(-c3ccco3)cc(C(F)(F)F)n2)n(-c2ccccc2)n1	-68	32
CC1(C)OC(=O)C(=CNc2ncccn2)C(=O)O1	30	25
CCN1CCN(CCCNC(=O)C2CCCN(c3nnc(-n4cccc4)s3)C2)CC1 (stereo not given)	24	14
Fc1ccc(-c2noc(C3CCN(Cc4cccnc4)CC3)n2)cc1	?	/
O=C(Cn1ncc2c(=O)oc3ccccc3c21)N1CCCc2ccccc21	-33	24
CCOc1cc2[nH]c(=O)n(CCCN3CCCC3=O)c(=O)c2cc1OCC	-1	31
Cc1c(/C(O)=C2/C(=O)C(=O)N(Cc3cccnc3)C2c2cccs2)cnn1-c1ccccc1 (stereo not given)	-108	39
CCOC(=O)Cn1c2ccccc2c2nc3ccccc3nc21	34	20
CCn1cc(C(=O)Nc2cc3c(cc2NC(C)=O)OCCO3)c(=O)c2ccc(C)nc21	14	14
COC(=O)c1cccc(NC(=O)CSc2nc(C)cc(=O)[nH]2)c1	28	14
CCOC(=O)CN1CC23C=CC(O2)C(C(=O)NC2CCCCCC2)C3C1=O (stereo not given)	-35	48
Cc1nnc2n(-c3ccccc3)c(=O)c3c4c(sc3n12)CC(C)CC4 (stereo not given)	-73	31
CCOC(=O)C1CCCN(C(=O)C2CCN(S(=O)(=O)N3CCC4(CC3)OCCO4)CC2)C1 (stereo not given)	-72	35
O=C(Cc1cccc2ccccc12)N1CCCc2ccccc21	-25	54
CN1CCc2nc(SCC(=O)Nc3ccc(F)cc3)c(C#N)cc2C1	-75	34
c1nnc2c3c4c(sc3ncn12)CCCC4	64	7.7
CC1CCCN(CC(=O)Nc2ccc(S(=O)(=O)N3CCCCCC3)cc2)C1 (stereo not given)	-37	47
COc1cc(C)c(Cl)cc1S(=O)(=O)N(C)C	-18	25
CCCCN1C2=C(C(=O)CCC2)C(c2ccc(Cl)c(Cl)c2)C2=C1c1ccccc1C2=O (stereo not given)	-2	30
CC1CN(S(=O)(=O)c2cccc(C(=O)OCC(=O)Nc3ccc4c(c3)OCO4)c2)CC(C)O1 (stereo not given)	51	17
CCOC(=O)c1sc(N(Cc2ccccc2)C(=O)CN2C(=O)CN(C)C2=O)nc1C	-14	42
O=C(O)CSc1c2c(nc3cc(C(=O)N4CCOCC4)ccc13)CCCC2	-7	39
COc1cc(N=Cc2c(O)[nH]c3ccccc23)cc(OC)c1OC	26	32
CC(C)Cn1c(Br)nc2c1c(=O)n(CCC#N)c(=O)n2C	-19	42
CCCc1cc(Nc2cccc(OC)c2)n2ncnc2n1	21	15
CCNc1ccc(C(=O)OCC)cc1NC(=O)c1cccc(S(=O)(=O)N2CCOCC2)c1	-13	42
CCOC(=O)N1CCN(S(=O)(=O)c2ccc(OC)c(Cl)c2)CC1	-116	39
O=C1CN(c2nc3ccccc3n3cnnc23)CC(=O)N1CCc1ccccc1	38	19
COc1cccc(NC(=O)c2ccc3c(c2)N(CC(=O)N2CCCCC2)C(=O)C(C)(C)O3)c1	30	24
Other compounds follow.
SMILES	Htt clearance	Htt clearance grain fraction
COc1ccccc1N(C(C)=O)C1SC(=O)N(c2ccccc2)C1=O (stereo not given)	23	28
CC(C)CC(=O)N1CCN(C(=O)CCC2CCCC2)CC1	20	29
C=CCn1c(Cc2cccs2)nnc1SCC(=O)c1cccc(Br)c1	14	31
COc1ccc2c(-c3ccccc3)cc3nnnn3c2c1	-20	48
O=C(N1CCN(CCO)CC1)N1c2ccccc2C=Cc2ccccc21	-54	58
CCOC(=O)CSC1=C(C#N)C(c2ccccc2OCC)C(C#N)C(=O)N1 (stereo not given)	13	30
O=C(N/C=N/OCc1ccc(Cl)cc1Cl)NOCc1c(Cl)cccc1Cl	-2	24
CCOC(=O)CC(NC(=O)c1ccc(C)cc1)c1ccc(C)cc1 (stereo not given)	-1	44
CSc1nnc(Cn2c(=O)sc3ccccc32)n1-c1ccccc1	-11	37
CC(C)c1nc2n[nH]c(N)c2c2c1CSC(C)(C)C2	-40	39
COc1cc2c(cc1OC)-c1cc(N3CCCc4ccccc43)nc(=O)n1CC2	-3	44
CC(C)[C@H](NC(=O)NCCc1ccc(F)cc1)C(=O)O	-90	36
Cc1cc2n(n1)C(c1cn(-c3ccccc3)nc1C)Nc1c(C)cccc1-2 (stereo not given)	1	19
CCc1cc(=O)oc2cc(C)c(CN3CCCC(C)C3)c(O)c12 (stereo not given)	-58	29
COc1ccc(C)cc1NC(=O)c1ccc(NC(=O)CC2SC(N3CCCC3)=NC2=O)cc1 (stereo not given)	-56	45
O=C(c1cnccn1)N(c1ccccc1)C1(C(=O)NC2CCCCC2)CCCCC1	9	35
O=C(NCCc1ccccc1)C1CCN(S(=O)(=O)c2cccc3nonc23)CC1	-3	24
CCOC(=O)c1[nH]c(COC(=O)C2CC(=O)N(Cc3ccccc3)C2)c(C(=O)OCC)c1C (stereo not given)	-19	41
COC(=O)c1ccc(NC(=S)NCCC2=CCCCC2)cc1	14	26
C=CCN(CC=C)Cc1c(C)[nH]c2ccc(C(=O)OCC)cc2c1=O	-14	41
CCOC(=O)CNS(=O)(=O)CCN1C(=O)c2ccccc2C1=O	54	17
COC(=O)c1cc(OC)c(OC)cc1NC(=O)c1ccc(OC)c(OC)c1	29	14
CC(=O)c1c(C)nn(CC(O)COc2ccc3c(c2)CCC3)c1C (stereo not given)	-50	30
c1ccc(-c2cc3n(c2)CCc2ccccc2-3)cc1	?	/
CCc1ccc2[nH]c(=O)c(C(c3nnnn3CCOC)N3CCN(c4ccccc4)CC3)cc2c1 (stereo not given)	-70	35
O=C(C(c1ccccc1)c1ccccc1)N1CCN(Cc2ccco2)CC1	?	/
CC(C)CCNC(=O)NC(=O)CN1C(=O)NC2(CCCCC2)C1=O	-35	24
COc1ccc(NC(=O)c2c(-c3ccccc3)noc2C)c(OC)c1	17	31
CCOC(=O)CCC(=O)N1CCOCCN(C(=O)CCC(=O)OCC)CCOCC1	-27	38
Cc1cc(CNC(=O)Cc2c(F)cccc2Cl)nn1C	-22	25
COC(=O)c1ccccc1OC(=O)c1ccc(Br)o1	-23	26
O=C1OCCC1Sc1nnc(-c2cccc(Br)c2)o1 (stereo not given)	-30	21
COC(=O)CCc1c(C)c(C(=O)c2ccco2)c2ccccn12	-20	34
CCOc1ccccc1NC(=O)C1CCCN(S(=O)(=O)c2cccc3cccnc23)C1 (stereo not given)	61	12
O=C(CN1C(=O)c2ccccc2S1(=O)=O)N1CCN(c2cccc(Cl)c2)CC1	20	14
CCOc1ccc(Oc2cc(C)nc(SC)n2)nn1	48	10
CC(C)CC(=O)Nc1nc2ccc(S(=O)(=O)N3CCOCC3)cc2s1	32	26
O=C(CSc1n[nH]c(-c2ccccc2)n1)Nc1ccc(Br)cn1	18	16
O=C(NCc1csc(-c2ccccc2)n1)c1ccco1	4	29
CCOC(=O)c1ccc(NC(=O)CCOc2ccccc2)cc1	5	27
N#CCCn1cc(/C=C(\C#N)c2nc3ccccc3s2)c(-c2ccc(F)cc2)n1	-86	74
CCCCCCC(=O)Nc1nc(C)c(-c2csc(Nc3ccc(Cl)cc3)n2)s1	-58	61
Cn1c(=O)c2c(nc(Sc3n[nH]c(N)n3)n2Cc2ccccc2Cl)n(C)c1=O	-12	37
O=C(CCCN1C(=O)c2ccccc2C1=O)NCC1CCCO1 (stereo not given)	-66	70
Cn1c(SCC(=O)Nc2ccc3nc(SCC(=O)N4CCCC4)sc3c2)nnc1-c1ccccc1	-15	39
CC(C(=O)N1CCc2ccccc21)N1CCc2ccccc2C1 (stereo not given)	4	16
CCOC(=O)c1c(NC(=O)CCC(=O)NCc2ccco2)sc2c1CCCC2	-11	38
Cc1ccccc1NC(=O)N1C2CCC1CC(O)(c1cccnc1)C2 (stereo not given)	17	32
Cc1nn(-c2ccccc2)c(CC(C)(C)C(=O)O)c1C(=O)O	1	19
CC(=O)Nc1ccc(Oc2ncccn2)cc1	36	27
CC(=O)Oc1ccc(NC(=O)C2CCCCC2)c(C(=O)O)c1	23	14
CCOC(=O)c1ccc(NC=C2C(=O)OC3(CCCCC3)OC2=O)cc1	-132	83
Cc1cc2c(c(=O)n1CC1CCCO1)C(c1ccco1)C(C#N)=C(N)O2 (stereo not given)	31	24
CCOc1ccc(N=C(NC#N)SCC)cc1	-10	19
COCCNC(=O)COc1cccc(Oc2ccccc2)c1	10	33
Cc1ccc(CNCc2cc3c(C(C)(C)C)nn(-c4ccccc4)c3[nH]c2=O)cc1	31	22
Cc1ccc(C(=O)O)cc1NC(=O)C1CCCN1S(=O)(=O)c1cccc2nsnc12 (stereo not given)	-26	66
O=C(NCC1CCCO1)c1ccccc1-c1nc(-c2ccc(Cl)cc2)no1 (stereo not given)	6	18
Cc1cc(NC(=O)COC(=O)COc2cccc3c2OC(C)(C)C3)no1	-3	18
CC(=O)c1cccc(S(=O)(=O)N(CCCO)Cc2cc3ccc(C)cc3[nH]c2=O)c1	12	18
Other compounds:
SMILES	Htt clearance	Htt clearance grain fraction
O=c1c2ccccc2nc(SCc2ccccc2)n1Cc1ccco1	-63	61
CCN(CC)CCN(CC)Cc1ccccc1Br	10	30
CCOc1ccc(Nc2oc(Cc3ccccc3)nc2C#N)cc1	-6	39
COc1c(F)c(F)c(C(=O)O)c(Nc2ccccc2C)c1F	-2	31
CC1=C(C(=O)N2CCOCC2)C(c2cccs2)NC(=O)N1 (stereo not given)	-36	41
CCOc1ccc2[nH]c(=O)c(CN(CCO)C(=O)c3ccccc3F)cc2c1	-7	22
CNC(=O)NC(=O)CSc1nc2cc(C(=O)OC)ccc2c(=O)n1-c1ccccc1	64	11
